USP1-UAF1 inh = blocks the human USP1/UAF1 deubiquitinase complex | AID 743255 | 390,000 compounds, 0.23% hits | Potency, µM (highest dose often 57.1 µM), for inactives: top-dose activity change, negative = inhibition, actives largely listed as inhibitors | recombinant USP1/UAF1, Ub-Rhodamine cleavage fluorescence; note: % is set by controls: 0 for no effect and ±100 for the full control effect; nearly all actives have a fitted effect of over 60% in size; inactives centre near -12
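USP1/UAF1 complex (1 nM) preincubated 15 min at room temperature with compound, then Ub-Rho substrate (150 nM final) added. Kinetic fluorescence at 480/540 nm over 6 reads at 60 s intervals; 50 mM HEPES pH 7.8, 0.5 mM EDTA, 0.1 mg/ml BSA, 1 mM TCEP, 0.01% Tween-20.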
TrxR1 substrate = is turned over as a substrate by rat TrxR1; O89049; purified TrxR1 substrate turnover, NADPH consumption readout; Potency, µM (highest dose often 114 µM), inactives show at the highest dose activity change, negative = substrate turnover; 390,000 compounds, 0.01% hits; note: % is set by controls: 0 for no effect and ±100 for the full control effect; nearly all actives have a fitted effect of over 50% in size
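Rat TrxR1, dispensed at 90 nM, was prereduced with 400 uM NADPH (final) for 5 min at ~22 deg C, then incubated with compound 15 min before 400 uM selenite. A first-read NADPH fluorescence drop versus no-compound background flagged substrates.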
mIDH1 inhibitor = inhibitors of human mutant IDH1 R132H. Potency, µM (top dose mostly 76.6 µM), without a hit: at the top dose activity change, negative = inhibition, actives largely listed as inhibitors. 390,000 compounds, 0.093% hits. IDH1-R132H enzyme, NADPH consumption, diaphorase/resazurin fluorescence; note: % is set by controls: 0 for no effect and ±100 for the full control effect; nearly all actives have a fitted effect of over 65% in size
Target sequence (O75874 whole entry R132H, stated change not applied): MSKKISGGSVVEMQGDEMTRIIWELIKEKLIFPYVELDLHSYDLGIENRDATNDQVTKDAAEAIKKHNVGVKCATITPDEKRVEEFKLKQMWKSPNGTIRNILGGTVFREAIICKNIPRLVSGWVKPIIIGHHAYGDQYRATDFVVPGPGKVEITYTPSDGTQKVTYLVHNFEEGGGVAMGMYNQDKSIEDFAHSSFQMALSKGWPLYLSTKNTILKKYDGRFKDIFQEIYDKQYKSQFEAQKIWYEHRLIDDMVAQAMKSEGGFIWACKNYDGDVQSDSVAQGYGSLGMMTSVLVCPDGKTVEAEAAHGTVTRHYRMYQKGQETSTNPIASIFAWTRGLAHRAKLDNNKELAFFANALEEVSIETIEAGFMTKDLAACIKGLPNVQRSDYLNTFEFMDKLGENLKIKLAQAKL
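IDH1-R132H (0.5 ug/mL dispensed) in pH 7.5 Tris buffer was preincubated 30 min with compound, then given a substrate mix of 0.016 mM NADPH and 2 mM alpha-KG for 80 min at room temperature; remaining NADPH was read by diaphorase/resazurin fluorescence.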
RXFP1 agonist = activates the human relaxin receptor RXFP1; Q9HBX9; HEK293T-RXFP1 cAMP TR-FRET, 30 min; response scale: percent of porcine relaxin response, buffer zero; Potency, µM (doses to about 57.5 µM), for the others: at the top dose activation, most hits filed as activators; 370,000 compounds, 0.3% hits; AID 2676; note: % is set by controls: 0 for no effect and ±100 for the full control effect; nearly all actives have a fitted effect of over 60% in size; many of its hits are not listed in these tables
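Agonist response is measured as cAMP accumulation in an RXFP1-transfected HEK293T line under PDE4 inhibition. Values are scaled between buffer-only and 29 nM porcine relaxin, and EC50s come from standard Hill equation fits.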
Vif-A3G inh = blocks the Vif interaction with human APOBEC3G | Q9HC16 | HeLa A3G-eYFP + Vif (tagged APOBEC3G with the HIV-1 protein that degrades it), YFP fluorescence, overnight | Potency, µM (series often up to 46.1 µM), for the others: top-dose activity, negative = active, usual class: inhibitors | 410,000 compounds, 0.076% hits | AID 602310;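 note: % is set by controls: 0 for no effect and ±100 for the full control effect; nearly all actives have a fitted effect of over 60% in size; hits raise eYFP signal because A3G escapes Vif-driven loss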
Target sequence (Q9HC16 whole entry, looked up): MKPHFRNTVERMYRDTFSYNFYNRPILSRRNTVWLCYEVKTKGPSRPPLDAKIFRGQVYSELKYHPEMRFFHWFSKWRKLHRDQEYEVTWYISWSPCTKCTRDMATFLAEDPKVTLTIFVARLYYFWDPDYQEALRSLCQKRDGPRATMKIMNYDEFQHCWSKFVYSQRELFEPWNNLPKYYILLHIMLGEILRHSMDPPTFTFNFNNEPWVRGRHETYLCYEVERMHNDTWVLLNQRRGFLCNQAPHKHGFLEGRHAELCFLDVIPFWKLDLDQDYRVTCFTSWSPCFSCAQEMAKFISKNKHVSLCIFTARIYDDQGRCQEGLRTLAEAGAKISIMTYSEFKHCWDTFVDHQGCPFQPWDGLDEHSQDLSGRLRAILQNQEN
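Read-out is eYFP fluorescence (Ex 488/Em 500-530) from Vif-expressing HeLa A3G-eYFP cells; more signal means A3G escaped Vif-mediated degradation. Cells plated overnight, compound pinned in, incubated overnight at 37 deg C.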
TrxR1 inh = rat TrxR1 inhibition. 390,000 compounds, 1% hits. Potency, µM (top dose mostly 114 µM), for the others: top-dose activity change, negative = inhibition, hits mostly inhibitors. recombinant rTrxR1, NADPH fluorescence consumption, selenite substrate; note: % is set by controls: 0 for no effect and ±100 for the full control effect; nearly all actives have a fitted effect of over 65% in size
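Rat TrxR1 (90 nM in the dispensed reagent) was pre-reduced with 400 uM NADPH for 5 min at room temperature, then incubated with compound for 15 min. After 400 uM selenite was added, NADPH fluorescence (Ex 340/Em 450 nm) was followed for 8 min.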
RGS4 inh = human RGS4 inhibition; Transcreener GDP fluorescence polarization, RGS4-accelerated GTP hydrolysis; Potency, µM (series often up to 114 µM), without a hit: at the highest dose activity change, negative = inhibition, actives largely listed as inhibitors; P49798; 390,000 compounds, 0.039% hits; note: % is set by controls: 0 for no effect and ±100 for the full control effect; nearly all actives have a fitted effect of over 75% in size; some results filed as inactive show a strong effect at the top dose
Target sequence (P49798 whole entry, looked up): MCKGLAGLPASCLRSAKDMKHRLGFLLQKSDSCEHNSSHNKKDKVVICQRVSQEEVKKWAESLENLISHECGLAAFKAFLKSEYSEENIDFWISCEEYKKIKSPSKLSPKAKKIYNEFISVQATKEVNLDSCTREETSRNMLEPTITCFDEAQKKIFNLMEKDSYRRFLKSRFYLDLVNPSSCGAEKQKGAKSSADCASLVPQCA
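MLSMR compounds (23 nl, pin-transferred) preincubated 10 min at room temperature with a 500nM (2x) first reagent, then RGS4 at 900nM (2x) plus Transcreener GDP mix added; fluorescence polarization (620/688 nm) read before and after 90 min at 30 °C.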
Vif-APOBEC3F blk = blocks the Vif interaction with APOBEC3F; HeLa A3F-eYFP + Vif (tagged APOBEC3F with the HIV-1 protein that degrades it), YFP fluorescence increase; 390,000 compounds, 0.2% hits; Potency, µM (titrated, usually from 46.1 µM), for inactives: at the top dose activity, negative = active; note: % of control where 0% means no effect; nearly all actives have a fitted effect of over 65% in size
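HeLa cells stably expressing A3F-eYFP plus Vif, plated and incubated overnight at 37 deg C, then exposed to compounds overnight at 37 deg C. Blocked degradation read as raised yellow fluorescence (Ex 488/Em 500-530).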
ALOX12 inh = ALOX12 (human) lipoxygenase inhibition; Potency, µM (highest dose often 108 µM), without a hit: at the highest dose activity change, negative = inhibition, most hits filed as inhibitors; P18054; purified 12hLO, xylenol orange hydroperoxide absorbance; 580,000 compounds, 1.1% hits; note: % is set by controls: 0 for no effect and ±100 for the full control effect
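Hydroperoxide product was detected by ferrous iron/xylenol orange as the 573 to 405 nm absorbance ratio. Arachidonic acid at 40 uM (final) was turned over for 30 min at room temperature by 150 nM human 12hLO, pH 7.0 Hepes buffer, after 15 min compound preincubation.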
* marks the source's active call; other numbers are inactive results; ? = inconclusive; . = no result given; [ ] = dose if it differs, or a comment. Calls come from the whole dose curve; as a rule, active = well fitted curve in the direction sought with a large enough effect; inconclusive = small, poorly fitted or top-dose-only effect, or another doubt; inactive = no such curve, though single readings can be large; an effect the other way counts as inactive or inconclusive. Potency is the fitted concentration of half-maximal effect. Not all compounds are listed; rates above refer to the full screens.

SMILES	USP1-UAF1 inh	TrxR1 substrate	mIDH1 inhibitor	RXFP1 agonist	Vif-A3G inh	TrxR1 inh	RGS4 inh	Vif-APOBEC3F blk	ALOX12 inh
CCOc1ccc2nc3c(cc2c1)CN(CCCO)C(=NCCOC)S3	-14.5%	1.6%[11.4 µM]	6.2%	4.3%	1.8%	-4.9%[11.4 µM]	-27.7%[11.4 µM]	1.4%	?
Nc1nonc1-c1nc2ccccc2n1CC(=O)O	-3.4%	3.7%	-3.5%	-1.0%	-0.7%	6.1%	15.3%	1.3%	17.4%
Cc1ccc(NC(=S)N2CCC(N(C)CC3CCCO3)CC2)cc1C (stereo not drawn)	-15.5%	14.0%	8.5%	6.7%	0.3%	24.6%	-22.1%	3.9%	14.7%
N#CC(C#N)=C1c2cc(S(N)(=O)=O)ccc2-c2ccc(S(N)(=O)=O)cc21	-17.8%	9.2%	12.1%	2.9%	1.6%	10µM*	-27.9%	-4.3%	-23.4%
Cc1nn(C)c(C(=O)Nc2ccn(Cc3ccccc3F)n2)c1[N+](=O)[O-]	-5.8%	8.0%	12.5%	0.5%	-1.6%	27.0%	8.7%	-25.8%	-1.8%
CCC(CC)C(=O)Nc1ccc2nc(SCC(=O)N3CCOCC3)sc2c1	-21.0%	6.3%	-17.9%	0.7%	-0.5%	32.9%	9.6%	-9.4%	-5.9%
CCOC(=O)c1cc(C)nc(Sc2ccc(C)cc2)c1C#N	-12.1%	7.5%[57.1 µM]	-0.5%	0.3%	?	29.8%[57.1 µM]	44.5%	3.7%	?
O=C(Nc1cccc(C(F)(F)F)c1)C1CCCN(c2ncccn2)C1 (stereo not drawn)	-8.7%	4.4%	18.2%	1.7%	0.6%	20.1%	-19.9%	-1.1%	-8.7%
Cc1ccc(-c2nc(COC(=O)c3c(C)noc3C)cs2)cc1	-13.1%	3.2%[57.1 µM]	3.5%	3.6%	-8.4%	3.4%[57.1 µM]	-24.9%	-21.8%	-14.5%
CCCN(C(=O)Cn1ncc2c([nH]c3ccccc32)c1=O)c1ccccc1C	-23.0%	2.8%	-10.9%	5.2%	-0.9%	21.7%	0.4%	0.7%	2.6%
CCOC(=O)/C(C#N)=C/C1=C(N2CCCC2)CC(C)(C)OC1	-16.7%	5.6%[57.1 µM]	5.4%	-1.1%	-2.2%	5.1%[57.1 µM]	3.6%	-3.8%	113.7%[activator]
COC(=O)CN1C(C)=Nc2ccc(Br)cc2C1c1ccccc1 (stereo not drawn)	1.4%	-2.5%	0.7%	-1.4%	0.9%	-1.3%	12.4%	3.7%	-14.5%
COC(=O)c1ccc(C(=O)OC)c(NC(=S)N2CCC(N3CCCCC3)CC2)c1	-11.7%	8.7%	10.8%	1.0%	0.2%	23.8%	9.5%	-4.6%	11.3%
CC1CCCCC1NC(=O)CSc1nc2ccccc2c(=O)n1Cc1ccco1 (stereo not drawn)	1.3%	2.7%	-4.8%	5.2%	1.3%	6.6%	-1.5%	-3.9%	4.5%[57.4 µM]
CCc1ccccc1NC(=O)C1=CC(c2ccc3c(c2)OCO3)=NS(=O)(=O)N1C	?	0.7%	-1.9%	-0.2%	3.4%	16.5%	-0.2%	-14.9%	0.1%
C=CCn1c(SCc2c(C)noc2C)nc2cc(C(=O)O)ccc2c1=O	-16.2%	9.8%	2.9%	7.4%	?	20.1%	-12.4%	?	0.0%
COc1ccc(C(=O)CCN2CCCC(C)C2)cc1 (stereo not drawn)	-19.6%	12.8%[57.1 µM]	2.0%	0.3%	0.0%	?	?	-6.4%	30.0%
CCOC(=O)c1nn(-c2ccc(OCC)cc2)c2nc(CC(C)C)c(C#N)c(=O)n12	-5.6%	256.8%[activator]	2.8%	7.8%	2.1%	443.1%[activator]	29.5%	-11.8%	0.0%
COC(=O)c1ccc(S(=O)(=O)N2CCc3ccccc3C2)cc1	-5.2%	1.2%	-2.2%	0.1%	0.2%	9.0%	-4.3%	-6.1%	2.0%
CN(CCc1ccccc1)C(=O)c1ccc(NC(=O)Cc2cccc(NC(=O)C3CCN(C(=O)CCc4ccccc4)CC3)c2)cc1	-15.5%	-6.0%	-6.0%	.	0.4%	3.7%	5.1%	6.5%	6.6%
COc1ccc(CC(=O)Nc2sc3c(c2C(=O)Nc2ccc(C)cc2)CCCCC3)cc1	-20.0%	1.0%	12.9%	6.6%	0.3%	-22.6%	?	-13.9%	?
COc1cccc(OC)c1C(=O)Nc1cccc(NC(=O)c2cccs2)c1	-11.0%	-4.5%	-8.9%	0.6%	-1.2%	17.7%	-0.2%	1.4%	13.5%
CCOC(=O)c1c(NC(=O)c2ccc(S(=O)(=O)N(C)CC3CCCO3)cc2)sc2c1CCN(C)C2 (stereo not drawn)	-13.7%	0.8%	-1.4%	-3.4%	-1.6%	11.2%	-23.3%	3.1%	?
CCCCOC1CC(c2ccc(OCc3ccc(OC)cc3)c(OC)c2)N(C)O1 (stereo not drawn)	-24.7%	-5.1%[57.1 µM]	7.2%	-1.5%	-2.2%	5.4%[57.1 µM]	-2.2%	?	?
Cc1c(C(=O)NCCSCc2c(F)cccc2Cl)cnn1-c1ccc(F)cc1	-21.7%	-1.9%	0.1%	-2.0%	-9.5%	25.1%	-8.4%	1.8%	10.9%

Arranged by value in Vif-A3G inh (smallest number first): 3 of the compounds above.
mol | USP1-UAF1 inh | TrxR1 substrate | mIDH1 inhibitor | RXFP1 agonist | Vif-A3G inh | TrxR1 inh | RGS4 inh | Vif-APOBEC3F blk | ALOX12 inh
COC(=O)c1ccc(C(=O)OC)c(NC(=S)N2CCC(N3CCCCC3)CC2)c1 | -11.7% | 8.7% | 10.8% | 1.0% | 0.2% | 23.8% | 9.5% | -4.6% | 11.3%
Cc1ccc(NC(=S)N2CCC(N(C)CC3CCCO3)CC2)cc1C (stereo not drawn) | -15.5% | 14.0% | 8.5% | 6.7% | 0.3% | 24.6% | -22.1% | 3.9% | 14.7%
O=C(Nc1cccc(C(F)(F)F)c1)C1CCCN(c2ncccn2)C1 (stereo not drawn) | -8.7% | 4.4% | 18.2% | 1.7% | 0.6% | 20.1% | -19.9% | -1.1% | -8.7%

The listing continues.
SMILES	USP1-UAF1 inh	TrxR1 substrate	mIDH1 inhibitor	RXFP1 agonist	Vif-A3G inh	TrxR1 inh	RGS4 inh	Vif-APOBEC3F blk	ALOX12 inh
COc1ccc(Cc2nnc(SCC(=O)Nc3ccccc3C#N)o2)cc1	-3.6%	-14.1%	-3.8%	-0.4%	-0.3%	-12.0%	16.8%	-3.0%	483.0%[activator]
CCCc1nn2c(=O)cc(COC(=O)c3ccccc3NC(=O)c3ccc(Cl)cc3)nc2s1	-12.5%	-6.5%[57.1 µM]	12.0%	13.3%	6.7%	-6.6%[57.1 µM]	-8.5%	-0.2%	-24.2%
O=c1[nH]c(CN2CCN(c3ncccn3)CC2)nc2c(Br)cc(Br)cc12	-19.7%	3.7%	2.0%	0.2%	0.9%	13.2%	4.6%	-1.0%	-20.1%
CCC(C)(C)NC(=O)C(c1ccccc1Cl)N(C(=O)CCC(=O)Nc1cc(C)on1)C1CC1 (stereo not drawn)	-4.9%	15.1%[0.0914 µM]	6.6%	-0.3%	-0.8%	2.4%[57.1 µM]	6.5%	-24.5%	18.2%
COC(=O)c1cc(C(=O)N2CCN(c3ccccc3OC)CC2)cc([N+](=O)[O-])c1	-16.9%	3.3%[57.1 µM]	0.0%	1.2%	?	6.1%[57.1 µM]	1.6%	0.9%	0.1%
CCn1cc(CN2CCC(n3nccc3NC(=O)CCCc3ccccc3)CC2)cn1	-18.3%	5.7%	-4.8%	-3.0%	1.8%	16.3%	-21.5%	-7.1%	0.0%
O=C1CC(c2ccc(F)cc2)C(n2cncn2)C(O)=C1C1NCCc2ccccc21 (stereo not drawn)	-8.8%	5.3%	20.9%	2.2%	2.2%	23.0%[57.1 µM]	-13.6%	7.5%	44.9%[activator]
Cc1cn(S(=O)(=O)c2ccc(F)c(Cl)c2)cn1	-20.9%	1.0%	-3.0%	1.2%	4.7%	4.9%	16.2%	-0.9%	-4.0%
CCCN1Cc2cccc(C(=O)Nc3ccc(OC)cc3OC)c2C1=O	-28.5%	2.4%	.	-1.9%	.	12.1%	-4.4%	.	2.4%
Cn1c(SCC(=O)N2CCOCC2)nc(O)cc1=O	1.9%	-2.0%	0.5%	1.2%	3.1%	-4.9%	5.3%	-0.3%	5.9%
COc1cc(/C=C/C(=O)OCC(=O)NC(=O)NC(C)C)ccc1O	7.0%	-2.1%	0.9%	-1.9%	-18.1%	-7.0%	12.1%	0.9%	4.7%
CC(=O)c1cccc(NC(=O)C2CCN(C(=O)c3ccccc3Cl)CC2)c1	-1.9%	4.2%	11.3%	0.3%	0.2%	16.3%	31.9%	-5.2%	16.4%
O=C(O)c1ccc(Nc2nc(-c3ccccc3)c3ccccc3n2)cc1	-15.6%	8.2%[57.1 µM]	-5.5%	10.1%	2.0%	28.6%[57.1 µM]	8.7%	-1.4%	-4.8%
COc1ccc(-c2cc3c(=O)n(CC(=O)NCc4ccc(Cl)cc4)ncn3n2)cc1	-5.3%	4.1%[57.1 µM]	2.5%	8.1%	3.5%	5.5%[57.1 µM]	11.9%	7.3%	26.1%
O=C(CSc1nc(Nc2ccccc2)nc(N2CCOCC2)n1)Nc1ccc([N+](=O)[O-])cc1	-17.0%	5.6%	-0.8%	2.2%	0.0%	17.3%	27.2%	3.7%	-18.1%

Screening results (PubChem BioAssay)
